# High-throughput results from PubChem.
# Vif-A3G inh = blocks the Vif interaction with human APOBEC3G. Potency, µM (highest dose often 46.1 µM), inactives show top-dose activity, negative = active, actives largely listed as inhibitors. AID 602310. hit rate 0.076% among 410,000. HeLa A3G-eYFP + Vif (tagged APOBEC3G with the HIV-1 protein that degrades it), YFP fluorescence, overnight;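 further: potency means the concentration at half of the fitted maximal effect; on the % scale 0 is the no-effect control and ±100 the full control effect; nearly all actives have a fitted effect of over 60% in size; hits raise eYFP signal because A3G escapes Vif-driven loss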
# Target sequence (Q9HC16 whole entry, looked up): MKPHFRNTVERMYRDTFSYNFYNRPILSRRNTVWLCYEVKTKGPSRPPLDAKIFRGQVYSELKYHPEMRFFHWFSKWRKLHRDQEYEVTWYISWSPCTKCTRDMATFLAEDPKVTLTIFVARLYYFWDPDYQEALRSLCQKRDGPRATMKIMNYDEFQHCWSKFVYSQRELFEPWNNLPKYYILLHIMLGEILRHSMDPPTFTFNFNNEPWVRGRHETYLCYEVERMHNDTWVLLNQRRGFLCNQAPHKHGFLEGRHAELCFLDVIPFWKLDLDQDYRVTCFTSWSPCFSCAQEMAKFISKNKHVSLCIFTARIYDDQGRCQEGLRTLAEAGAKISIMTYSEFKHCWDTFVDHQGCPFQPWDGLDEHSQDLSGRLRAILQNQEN
#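 HeLa cells stably expressing Vif and C-terminally eYFP-tagged A3G, seeded overnight at 37 deg C, then exposed to compound by pintool overnight at 37 deg C. Rise in yellow fluorescence (Ex 488/Em 500-530, Acumen) marks blocked Vif-driven A3G degradation.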
# USP1-UAF1 inh = blocks the human USP1/UAF1 deubiquitinase complex; Potency, µM (top dose mostly 57.1 µM), for the others: at the highest dose activity change, negative = inhibition, actives largely listed as inhibitors; recombinant USP1/UAF1, Ub-Rhodamine cleavage fluorescence; hit rate 0.23% among 390,000; AID 743255; O94782; further: potency means the concentration at half of the fitted maximal effect; on the % scale 0 is the no-effect control and ±100 the full control effect; nearly all actives have a fitted effect of over 60% in size; inactives centre near -12
#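 High-throughput fluorogenic screen: 1nM USP1/UAF1 complex, Ub-Rho substrate 150nM final, 50mM HEPES pH 7.8 with 0.5mM EDTA, 0.1 mg/ml BSA, 1mM TCEP and 0.01% Tween-20.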
# Vif-APOBEC3F blk = blocks the Vif interaction with APOBEC3F; HeLa A3F-eYFP + Vif (tagged APOBEC3F with the HIV-1 protein that degrades it), YFP fluorescence increase; Potency, µM (doses to about 46.1 µM), without a hit: at the highest dose activity, negative = active; hit rate 0.2% among 390,000; AID 602313; further: potency means the concentration at half of the fitted maximal effect; % of control where 0% means no effect; nearly all actives have a fitted effect of over 65% in size
#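 HeLa cells stably expressing Vif plus C-terminally eYFP-tagged A3F were seeded, incubated overnight at 37 deg C, dosed with compound, incubated overnight again at 37 deg C. Yellow fluorescence (Ex 488/Em 500-530) reported blocked Vif-mediated A3F-eYFP degradation.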
# IDH1 R132H inh = inhibitors of human mutant IDH1 R132H | hit rate 0.093% among 390,000 | Potency, µM (doses to about 76.6 µM), without a hit: at the top dose activity change, negative = inhibition, hits mostly inhibitors | IDH1-R132H enzyme, NADPH consumption, diaphorase/resazurin fluorescence | O75874 | AID 602179; further: potency means the concentration at half of the fitted maximal effect; on the % scale 0 is the no-effect control and ±100 the full control effect; nearly all actives have a fitted effect of over 65% in size
#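 IDH1-R132H (0.5 ug/mL dispensed) in pH 7.5 Tris buffer was preincubated 30 min with compound, then given a substrate mix of 0.016 mM NADPH and 2 mM alpha-KG for 80 min at room temperature; remaining NADPH was read by diaphorase/resazurin fluorescence.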
# LDHA inh = inhibitors of human lactate dehydrogenase A; P00338; purified LDHA, NADH/diaphorase-resazurin fluorescence; active compounds read low; activity change, % (values are at about 110 or 230 µM); hit rate 0.15% among 480,000; in the data active means activity change below about -30%; inconclusive means mostly about -25% to -30%;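 further: plate controls were DMSO wells for no effect and wells without enzyme for full effect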
#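 Human LDH5 (2 nM) was incubated with 0.06 mM NADH and 0.2 mM pyruvate for 5 min at room temperature in Tris pH 7.4. Remaining NADH was coupled through diaphorase/resazurin, and resorufin fluorescence was read at 0 and 20 min.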
# TrxR1 inh = rat TrxR1 inhibition; O89049; recombinant rTrxR1, NADPH fluorescence consumption, selenite substrate; Potency, µM (titrated, usually from 114 µM), without a hit: at the highest dose activity change, negative = inhibition, most hits filed as inhibitors; hit rate 1% among 390,000; further: potency means the concentration at half of the fitted maximal effect; on the % scale 0 is the no-effect control and ±100 the full control effect; nearly all actives have a fitted effect of over 65% in size
# Target sequence (O89049 whole entry, looked up): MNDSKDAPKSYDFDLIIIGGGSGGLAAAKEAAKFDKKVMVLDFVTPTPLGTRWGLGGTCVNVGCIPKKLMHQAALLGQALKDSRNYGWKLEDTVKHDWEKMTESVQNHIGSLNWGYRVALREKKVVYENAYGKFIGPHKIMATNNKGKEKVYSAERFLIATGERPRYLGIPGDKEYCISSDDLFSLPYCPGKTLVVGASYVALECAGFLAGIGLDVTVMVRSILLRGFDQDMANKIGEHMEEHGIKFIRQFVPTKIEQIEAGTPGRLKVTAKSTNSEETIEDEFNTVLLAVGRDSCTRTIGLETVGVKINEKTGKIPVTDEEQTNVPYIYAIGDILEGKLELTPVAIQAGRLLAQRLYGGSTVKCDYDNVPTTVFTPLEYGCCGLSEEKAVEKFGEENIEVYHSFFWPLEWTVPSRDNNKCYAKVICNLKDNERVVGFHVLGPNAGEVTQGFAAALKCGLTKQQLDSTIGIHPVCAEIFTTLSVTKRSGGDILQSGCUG
#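 Rat TrxR1 (90 nM in the dispensed reagent) was pre-reduced with 400 uM NADPH for 5 min at room temperature, then incubated with compound for 15 min. After 400 uM selenite was added, NADPH fluorescence (Ex 340/Em 450 nm) was followed for 8 min.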
# Glioma ERSR ind = induces the endoplasmic reticulum stress response in human glioma cells | Potency, µM, for inactives: at the top dose activation, actives largely listed as activators | U87-MG GRP78 promoter luciferase reporter, 16 h | hit rate 0.02% among 420,000; further: potency means the concentration at half of the fitted maximal effect; series mostly up to about 76 µM; % of control where 0% means no effect; nearly all actives have a fitted effect of over 35% in size
#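 Stably transfected U87-MG human glioma cells carrying a GRP78-based luminescent sensor were seeded at 1000 cells/well, pin-dosed with compounds and incubated 16 h. Luciferase reagent was then added, and end-point luminescence was read after 10 min at room temperature.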
# TrxR1 substrate = is turned over as a substrate by rat TrxR1; O89049; purified TrxR1 substrate turnover, NADPH consumption readout; Potency, µM (top dose mostly 114 µM), inactives show top-dose activity change, negative = substrate turnover; hit rate 0.01% among 390,000; AID 588456; further: potency means the concentration at half of the fitted maximal effect; on the % scale 0 is the no-effect control and ±100 the full control effect; nearly all actives have a fitted effect of over 50% in size
#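 Rat TrxR1, dispensed at 90 nM, was prereduced with 400 uM NADPH (final) for 5 min at ~22 deg C, then incubated with compound 15 min before 400 uM selenite. A first-read NADPH fluorescence drop versus no-compound background flagged substrates.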
# RGS4 inh = human RGS4 inhibition; P49798; hit rate 0.039% among 390,000; Potency, µM (series often up to 114 µM), inactives show top-dose activity change, negative = inhibition, actives largely listed as inhibitors; Transcreener GDP fluorescence polarization, RGS4-accelerated GTP hydrolysis; further: potency means the concentration at half of the fitted maximal effect; on the % scale 0 is the no-effect control and ±100 the full control effect; nearly all actives have a fitted effect of over 75% in size; some results filed as inactive show a strong effect at the top dose
# Target sequence (P49798 whole entry, looked up): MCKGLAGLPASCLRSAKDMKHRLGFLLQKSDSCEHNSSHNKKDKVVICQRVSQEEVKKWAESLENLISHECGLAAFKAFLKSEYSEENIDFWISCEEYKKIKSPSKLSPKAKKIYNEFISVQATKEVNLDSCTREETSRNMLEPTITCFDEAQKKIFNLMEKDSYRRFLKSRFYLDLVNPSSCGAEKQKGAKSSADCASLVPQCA
#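 MLSMR compounds (23 nl, pin-transferred) preincubated 10 min at room temperature with a 500nM (2x) first reagent, then RGS4 at 900nM (2x) plus Transcreener GDP mix added; fluorescence polarization (620/688 nm) read before and after 90 min at 30 °C.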
# An asterisk follows results filed as active; ? = inconclusive; / = no result given; & = joins results of further samples; [ ] = remark or other dose. Unless noted, the call rests on the fitted dose curve; in most records, active means well fitted curve in the direction sought with a large enough effect; inconclusive means small, poorly fitted or top-dose-only effect, or another doubt; inactive means no such curve, though single readings can be large; an effect the other way counts as inactive or inconclusive. An excerpt, so the mix of outcomes need not match the whole.
SMILES,Vif-A3G inh,USP1-UAF1 inh,Vif-APOBEC3F blk,IDH1 R132H inh,LDHA inh,TrxR1 inh,Glioma ERSR ind,TrxR1 substrate,RGS4 inh
CNc1oc(C)nc1S(=O)(=O)c1ccc(C)cc1,-1%,-11%,-10%,15%,-15,?,-2%,-3%,-4%
O=C(COc1ccccc1)NNc1nc2c(F)cccc2s1,-2%,-16%,14%,-5%,-2,15%[57.1 µM],1%,14%,-38%
Cn1c(Cc2cccs2)nnc1SC/C=C/c1ccccc1,-1%,-5%,0%,1%,-2,-11%,4%,-10%,-5%
COc1cc(-c2noc(C)c2C(=O)NCCCN2CCOCC2)cc(OC)c1OC,0%,-26%,-2%,17%,-5,10%,-5%,8%,6%
CC(=O)N/C(=C/c1ccc2c(c1)OCO2)C(=O)NC(Cc1ccccc1)C(=O)O (stereo not given),1%,6%,3%,10%,3,-23%[57.1 µM],-3%,-5%[57.1 µM],42%
CCCCCCN1C[C@@H](n2cc(COC(=O)c3ccccc3)nn2)[C@H](O)C[C@@H]1c1ccccc1,-3%,-12%,-4%,-9%,-9,/,-1%,/,/
Nc1ccc(-c2sc(N)nc2-c2ccccc2)cc1,-5%,-19%,-3%,3%,4,7%,-4%,4%,-39%
CCS(=O)(=O)c1ccc2c(c1)N(S(C)(=O)=O)CC(C(=O)NCc1ccccc1OC)O2 (stereo not given),-2%,-10%,6%,1%,-3,5%[57.1 µM],-3%,4%[57.1 µM],-5%
CCCCNC(=O)c1onc(CSc2ccc(Cl)cc2)c1C(=O)O,-20%,?,6%,0%,-5,14%[57.1 µM],1%,4%[57.1 µM],4%
CCCOc1ccc(/C(O)=C2\C(=O)C(=O)N(c3ccccn3)C2c2ccccc2F)cc1C (stereo not given),-1%,-12%,1%,-12%,-6,-22%,6%,-13%,-21%
CCOc1cccc2cc(C(=O)N3CCc4ccccc43)c(=O)oc12,-1%,1%,-2%,8%,-6&3,17%,0%,1%,2%
CCOc1ccccc1-c1nc(-c2ccc(-c3ccccc3)nc2OCC)no1,-5%,-8%,-2%,-26%,-7,37%[activator],-2%,54%[activator],-10%
O=C1N/C(=C\c2ccc(O)cc2)C(O)=C1C=NCc1ccccc1,-24%,-16%,-6%,2%,2,-23%,6%,-14%,8%
CC(=O)N1CCN(C(=S)NCCc2ccccc2)CC1,0%,-19%,1%,-4%,0,11%,0%,1%,-34%
O=C1[C@H]2[C@H](ON3CCCC[C@H]23)C(=O)N1c1cccc(C(F)(F)F)c1,-1%,-20%,11%,12%,-2,22%[57.1 µM],4%,-6%,-17%
O=C(Nc1ccccc1C(=O)N1CCOCC1)c1ccc(Cl)cc1,1%,0%,1%,6%,-4,14%,-4%,-2%,20%
COc1cccc(N2CC(NC(=O)Cc3cccs3)CC2=O)c1 (stereo not given),0%,-16%,-7%,-6%,-2,18%[57.1 µM],5%,-2%[57.1 µM],-22%
O=C(CS(=O)CC(=O)NC12CC3CC(CC(C3)C1)C2)Nc1ccc(F)cc1 (stereo not given),1%,-10%,-9%,-10%,-8,19%,-5%,-2%,2%
CCOC(=O)N1CCN(C(=S)NCCOC)CC1,-3%,-24%,2%,3%,0,-10%,-4%,-4%,-23%
CCN(C(=O)COC(=O)/C=C/c1ccccc1[N+](=O)[O-])C1CCS(=O)(=O)C1 (stereo not given),0%,-19%,-3%,8%,-10,32%[57.1 µM],-7%,13%[57.1 µM],3%
CCN1CCN(CCCNC(=O)Cn2c(-c3cccs3)cc3ccccc32)CC1,1%,-19%,3%,0%,-1,-3%,1%,66%[activator],-21%
COc1ccc(N2CCN(C(=O)CN3C(=O)NC4(CCCCCC4)C3=O)CC2)cc1,4%,-10%,-10%,5%,0,15%,-2%,7%,-18%
CC(=O)c1c(C)oc2ccc(N(C(=O)Oc3ccccc3)S(=O)(=O)c3ccc(Br)cc3)cc12,6%,-21%,2%,13%,-5,15%,-2%,3%,13%
O=C(CSc1nnc(Nc2ccccc2)s1)NC1CCS(=O)(=O)C1 (stereo not given),-6%,-6%,-5%,7%,0,7%,-1%,1%,3%
CCc1ccc(-c2cc(C(F)(F)F)n3nc(C(=O)Nc4cnn(Cc5ccccc5C)c4)cc3n2)s1,0%,-5%,-1%,0%,-7,?,-4%,111%[activator],-34%

# Next section
SMILES,Vif-A3G inh,USP1-UAF1 inh,Vif-APOBEC3F blk,IDH1 R132H inh,LDHA inh,TrxR1 inh,Glioma ERSR ind,TrxR1 substrate,RGS4 inh
CSc1ccc(-c2nnn(Cc3ccccn3)n2)cc1,2%,-9%,3%,4%,-4,17%[57.1 µM],0%,6%[57.1 µM],13%
CCc1ccc(CNC(=O)CN2C(=O)C3CCCCN3c3ccc(C(=O)N4CCCC4)cc32)cc1 (stereo not given),0%,?,-7%,-4%,-5,24%[57.1 µM],-1%,6%[57.1 µM],3%
Cc1noc(NS(=O)(=O)c2ccc(NS(=O)(=O)c3ccc(Cl)cc3)cc2)c1C,1%,-10%,-14%,0%,-6,6%[57.1 µM],-3%,-4%[57.1 µM],-2%
O=C(COC(=O)c1cc(-c2cccs2)nn1-c1ccccc1)Nc1cc([N+](=O)[O-])ccc1Cl,-9%,-25%,8%,3%,-3,29%,0%,9%,8%
NS(=O)(=O)c1ccc(CCNC(=O)c2cccc(S(=O)(=O)N3CCc4ccccc43)c2)cc1,-3%,-25%,-1%,-3%,-8,/,-4%,/,/
Cn1nnnc1SCC(=O)Nc1ccc2c(c1)OCCO2,-6%,-15%,-2%,2%,-10,13%[57.1 µM],-3%,-6%,9%
COc1ccc(/C=N/NC(=O)c2ccc3c(c2)NC(=O)C(C)(C)O3)cc1OC,-4%,-21%,-18%,5%,-4,-1%[57.1 µM],-3%,0%[57.1 µM],-22%
O=C(CN(c1ccc(Cl)cc1)S(=O)(=O)c1ccccc1)N1CCN(c2ccccc2)CC1,1%,-10%,0%,0%,0,6%,2%,-2%,-18%
O=C(CSc1nnc2scc(-c3ccccc3)n12)Nc1nsc(-c2ccccc2)n1,-1%,?,1%,9%,-22,15%,-6%,4%,-38%
CCn1nnnc1-c1ccc(OC)c(S(=O)(=O)NCc2ccccc2)c1,4%,-5%,-4%,2%,-8,14%,-3%,0%,38%
CCCC1(CCC)NC(=O)N(CC(=O)Nc2cccc(OC)c2)C1=O,0%,-16%,-5%,0%,-2,3%,0%,-1%,-23%
COc1cccc(-c2nc(SC)nc3sc(C(=O)NC(C)(C)C)c(N)c23)c1,-5%,/,?,/,1&-5,5%[57.1 µM],-4%,9%[57.1 µM],-9%
CC(=O)c1ccc(N2CCN(C(=O)C3CCN(S(=O)(=O)c4ccc(F)cc4)CC3)CC2)cc1,2%,-21%,6%,9%,1,13%,-4%,0%,-3%
CC12CCC(C(=O)N(c3cccc(Cl)c3)C1=O)C2(C)C (stereo not given),-6%,-8%,2%,0%,3,23%,-3%,11%,23%
CCOC(=O)c1c(C)n(C)c2c(C)cc(O)c(OC(C)=O)c12,-3%,-10%,5%,-1%,13,0%[57.1 µM],-5%,-5%[57.1 µM],-2%[11.4 µM]
Cc1ccccc1CSc1nnc(-c2ccncc2)o1,0%,-29%,-10%,4%,-2,6%[57.1 µM],-4%,4%,3%
O=C(NCCN1CCCCC1)c1cccc2c1C(=O)c1ccc(N3CCCC3)cc1S2(=O)=O,-14%,-3%,?,4%,-1,9%[57.1 µM],-5%,3%[57.1 µM],?
Cc1oc2ccc(O)c(CN3CCN(C)CC3)c2c1C(=O)Nc1ccc(C(C)C)cc1,3%,-25%,0%,23%,4,23%,1%,3%,-15%
c1ccn2c(CNc3ncnc4sccc34)nnc2c1,-8%,-21%,4%,-2%,0,-9%,-5%,-4%,3%
Cc1cc(C)c(S(=O)(=O)/N=C2/C=C(SCC(=O)O)C(=O)c3ccccc32)cc1C,-18%,25µM*,?,13%,53,?,?,-6%,?
CC1=Nc2cc(C(=O)N3CCCC3)ccc2Sc2c(C)ccc(C)c21,-1%,-18%,-5%,7%,1,2%,-2%,8%,-13%
CCC(=O)N1c2ccccc2NC2=C(C(=O)CCC2)C1c1ccccc1 (stereo not given),2%,-3%,-11%,1%,-8,10%[57.1 µM],-1%,-3%,49%
COc1ccc(N2CCN(C(c3cccs3)C(C)NC(=O)C(=O)N3CCOCC3)CC2)cc1 (stereo not given),1%,-21%,2%,11%,-1,7%,-3%,2%,-11%

# Single records, from the list above. Order of screens: Vif-A3G inh	USP1-UAF1 inh	Vif-APOBEC3F blk	IDH1 R132H inh	LDHA inh	TrxR1 inh	Glioma ERSR ind	TrxR1 substrate	RGS4 inh
# `CC(=O)c1ccc(N2CCN(C(=O)C3CCN(S(=O)(=O)c4ccc(F)cc4)CC3)CC2)cc1` reads 2%	-21%	6%	9%	1	13%	-4%	0%	-3%
# `COc1cccc(-c2nc(SC)nc3sc(C(=O)NC(C)(C)C)c(N)c23)c1` reads -5%	/	?	/	1&-5	5%[57.1 µM]	-4%	9%[57.1 µM]	-9%
# `COc1ccc(/C=N/NC(=O)c2ccc3c(c2)NC(=O)C(C)(C)O3)cc1OC` reads -4%	-21%	-18%	5%	-4	-1%[57.1 µM]	-3%	0%[57.1 µM]	-22%
